FXIa inh – human FXIa protease inhibitors, primary screen, biochemical, 1536-well | Coagulation factor XI (Homo sapiens), P03951 | purified FXIa, Boc-Glu-Ala-Arg-AMC fluorogenic substrate | inhibition, % at 5 µM | hit rate 0.14% among 220,000;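 active means inhibition of at least 40%; inactive means inhibition below 40%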;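 further: fluorescence of freed AMC excited at 355 nm; 0% = enzyme without compound and 100% = no enzyme blank; many of its hits are not listed in these tables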
Target sequence (P03951 19-387 limits assumed): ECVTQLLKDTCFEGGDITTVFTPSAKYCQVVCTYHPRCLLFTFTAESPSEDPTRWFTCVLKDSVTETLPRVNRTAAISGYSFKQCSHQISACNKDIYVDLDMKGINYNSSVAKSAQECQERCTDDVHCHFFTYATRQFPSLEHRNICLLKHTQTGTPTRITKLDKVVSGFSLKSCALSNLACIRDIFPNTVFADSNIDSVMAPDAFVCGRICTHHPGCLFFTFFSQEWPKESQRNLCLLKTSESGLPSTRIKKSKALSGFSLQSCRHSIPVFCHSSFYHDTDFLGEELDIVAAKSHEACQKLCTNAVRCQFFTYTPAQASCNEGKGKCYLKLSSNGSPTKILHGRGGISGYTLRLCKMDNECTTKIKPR
Target sequence (P03951 388-625 limits assumed): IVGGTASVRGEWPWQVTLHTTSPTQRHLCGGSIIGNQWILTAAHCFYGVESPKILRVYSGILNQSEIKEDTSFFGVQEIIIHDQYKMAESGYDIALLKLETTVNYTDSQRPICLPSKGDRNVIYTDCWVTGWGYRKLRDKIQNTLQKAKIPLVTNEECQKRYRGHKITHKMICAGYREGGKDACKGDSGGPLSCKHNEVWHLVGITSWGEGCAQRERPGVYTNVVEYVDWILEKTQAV
L929 necroptosis – inhibitors of zVAD-triggered necroptosis, primary screen, L929 cells; viability rescue, % at 10 µM; hit rate 0.38% among 220,000; L929 zVAD necroptosis rescue, ATP luminescence, 24 h; with zVAD 60 µM;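 active means activation, scaled between plate controls, above about 75%, limit read from the data; inactive means activation under that limit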;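 further: 0% = zVAD with DMSO and 100% = DMSO alone without zVAD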
EP2 antag – human EP2 receptor antagonists, primary screen, TR-FRET cAMP, C6 glioma cells; Prostaglandin E2 receptor EP2 subtype (Homo sapiens), P43116; C6 glioma cells expressing human EP2; cells stimulated with saturating PGE2; inhibition, % at 25 µM; hit rate 0.52% among 260,000;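 active means percent inhibition above 40 after rounding to a whole number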;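 further: rat C6 glioma host cells with rolipram phosphodiesterase inhibitor present; the protocol text gives 20 µM as final concentration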
Target sequence (P43116 whole entry, looked up): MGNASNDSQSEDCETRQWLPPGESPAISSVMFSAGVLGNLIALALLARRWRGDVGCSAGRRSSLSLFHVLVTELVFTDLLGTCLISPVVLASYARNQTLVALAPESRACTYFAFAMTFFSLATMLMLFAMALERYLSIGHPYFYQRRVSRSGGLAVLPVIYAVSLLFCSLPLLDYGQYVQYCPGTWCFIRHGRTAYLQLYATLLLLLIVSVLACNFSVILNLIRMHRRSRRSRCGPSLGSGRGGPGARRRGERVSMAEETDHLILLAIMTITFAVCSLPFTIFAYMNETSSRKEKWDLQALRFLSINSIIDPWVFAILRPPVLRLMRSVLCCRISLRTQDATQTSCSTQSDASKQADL
CHOP inhibitor – inhibitors of CHOP promoter induction, primary screen, cell-based, unfolded protein response, luciferase reporter; CHO-K1 CHOP-promoter luciferase, tunicamycin-induced, 15-18 h; inhibition, % at 10 µM; hit rate 3.8% among 220,000; AID 2732, 2010;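 active means compounds that reduced the stress-induced luciferase reporter signal by more than about 70% of percent inhibition, limit read from the data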;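 further: 0% = tunicamycin plus vehicle and 100% = wells without tunicamycin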
FXIIa inh 1536 – human FXIIa protease inhibitors, primary screen, biochemical, 1536-well; Coagulation factor XII (Homo sapiens), P00748; purified FXIIa, Boc-QGR-AMC fluorogenic substrate, 2 h; inhibition, % at 5 µM; hit rate 0.3% among 220,000; AID 800, 2007; in the data active means inhibition above about 40%;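 further: 0% = enzyme with no compound and 100% = blank without enzyme; many of its hits are not listed in these tables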
TNF death inh – inhibitors of TNF-alpha triggered necroptosis, primary screen, cell-based, Jurkat FADD-/-, single concentration. Jurkat FADD-/- TNF necroptosis rescue, ATP luminescence, 24 h; 0 = TNF only, 100 = no-TNF cells. activation (protection from cell death), % at 10 µM. hit rate 0.068% among 220,000. AID 463075, 2010;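 active means activation, meaning protection from cell death, of at least 50% relative to plate controls; inactive means activation below 50%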;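 further: necroptosis triggered by 40 ng/mL TNF-alpha added together with compound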
Tb hexokinase – Trypanosoma brucei hexokinase 1 inhibitors, primary screen, biochemical, G6PDH-coupled NADH absorbance, MLSCN library; hit rate 0.11% among 220,000; inhibition, % at 10 µM; hexokinase 1 [Trypanosoma brucei]; AID 1430, 2008; recombinant TbHK1, G6PDH-coupled NADH A340;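 active means inhibition of 50% or more in the single-dose primary screen; inactive means inhibition below 50%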
Wee1 degr inh – Wee1 degradation inhibitors, primary screen, cell-based, HeLa, Wee1K328M-luciferase, luminescence. HeLa Luc-Wee1K328M stability; 100% = proteasome inhibitor MG132 effect. reporter increase, % at 5 µM. hit rate 1.2% among 220,000. AID 1321, 2008;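 active means activation above the mean of all tested compounds plus 3 SD, set per screening run, cut at about 8.8% in these data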;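 further: cells exposed to compound for 20 h before luminescence read; 0% = DMSO alone and 100% = MG132 at 30 µM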
PPC-1+TRAIL kill – compounds killing PPC-1 cancer cells with TRAIL present, primary screen, TRAIL potentiator project, ATPLite luminescence, uHTS | PPC-1 cells + TRAIL, ATPLite viability luminescence | cell killing (% activity), % at 4 µM | hit rate 0.41% among 220,000;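 active means cell killing above 50% in the first pass at 4 µM, then a duplicate retest at 5 µM averaging 50% or more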;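 further: plate controls were cells with TRAIL plus DMSO for no effect and medium-only wells lacking cells for full effect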
The depositor's hits bear a star; . = no result given; & = joins results of further samples.

SMILES	FXIa inh	L929 necroptosis	EP2 antag	CHOP inhibitor	FXIIa inh 1536	TNF death inh	Tb hexokinase	Wee1 degr inh	PPC-1+TRAIL kill
CCOC(=O)c1c(NC(=O)CSc2ncn[nH]2)sc(C)c1C	5	0.3	17	-4	17	-1.5	-12	2	-3
CCOC(=O)C1=C(C)NC(=O)NC1c1ccc(C)o1 (stereo not given)	8	-0.2	10	47	17	-1.5	-15	3	2
N#C/C(=C/c1ccc(CNS(=O)(=O)c2ccccc2)o1)C(=O)NCc1ccccc1	-3	0.9	7	27	4	2.3	-26	2	-15
CCn1c(CC(=O)Nc2cccc(Cl)c2Cl)nnc1SCCOc1ccc(OC)cc1	-16	-0.1	14	42	-1	-1.2	19	0	-8
O=S(=O)(c1ccc(Cl)cc1)N1CCCN(c2ccc(C(F)(F)F)cn2)CC1	3	0.9	4	21	3	1.9	2	-2	-1
Cn1c(SCC(=O)Nc2ccc3nc(SCC(=O)N4CCCC4)sc3c2)nnc1-c1ccccc1	7	0.2	7	4	13	-4.2	2	-2	22
CC1(C)CC(=O)C(C(=O)Cc2ccccc2[N+](=O)[O-])C(=O)C1	-7	2.4	4	13	7	1.4	-1	-1	19
CC12CN3CCN(CC(C3)/C1=N\NC(=O)Nc1cccc(Cl)c1)C2	-1	12	7	16	10	0.7	-5	-1	3
CC(C)(C)SCCNS(=O)(=O)c1ccc2ccccc2c1	7	0.2	4	46	12	0.3	6	2	3
N#Cc1c2c(c(=S)n(-c3ccccc3)c1N)CCCC2	-6	2.5	6	3	-2	-0.4	-6	2	2
Cc1ccc(C)c(N2CCN(C(=O)CN3C(=S)NC(C)(C)CC3C)CC2)c1 (stereo not given)	1	1.2	12	1	10	1.1	-2	1	10
Cc1cccc(N2C(=O)CC(Sc3nc(-c4ccccc4)c4cc(Cl)ccc4n3)C2=O)c1 (stereo not given)	2	0.7	10	-1	11	-0.3	-24	-2	-28
Cc1cc(C)c2nc3c(c(C(=O)O)c2c1)CCC3	-7	3.1	9	6	2	1.8	3	-3	20
CC(=O)OC(C(=O)NC1CCCCC1)c1cccc(C)c1 (stereo not given)	-2	0.1	5	2	0	5.9	-1	-2	0
Cc1ccc(C)c(C(=O)COc2ccccc2[N+](=O)[O-])c1	0	18	8	-5	-4	0.9	-2	-2	-8
CCC(=O)Nc1ccc(C(=O)OCc2ccccc2Cl)cc1	0	-1.0	7	19	3	-1.4	3	0	22
Cc1cc(=O)c(C(=O)O)cn1Nc1ccc(Cl)cc1	-3	0.0	13	6	6	1.7	-6	-1	8
NNc1ccc2nnc(C(F)(F)C(F)(F)C(F)(F)F)n2n1	9	-1.2	6	-1	10	0.1	5	-1	5
COc1cc2c(cc1O)CC[C@@H]1[C@@H]2CC[C@]2(C)[C@@H](O)CC[C@@H]12	.	.	13&13	2&6	.	.	.	6	17
Cc1ccc(OC/C(=N\O)C(C)(C)C)c([N+](=O)[O-])c1	0	13	5	-20	10	-1.1	-5	1	8
C=CCNC(=O)C(C)N1C(=O)c2ccccc2C1=O (stereo not given)	18	0.0	13	5	21	-1.6	-7	1	3
CCCC(=O)N(CCc1ccc(OC)cc1)Cc1nc2ccccc2c(=O)[nH]1	17	0.0	9	10	28	-0.7	3	-1	10
COc1ccccc1NC(=O)Nc1ccc(-n2ccc(C(F)(F)F)n2)cc1	5	32	19	16	8	8.6	6	2	3
CCn1nnnc1SCC(=O)Nc1ccc(OC)cc1	-7	-0.2	15	-13	7	3.9	-5	2	33
CC(NC(=O)COc1ccccc1)C(=O)NC1=NCCS1 (stereo not given)	8	0.0	11	31	14	-1.4	1	3	17
CS(=O)(=O)Cc1cc(Sc2ccccc2)nc(-c2ccncc2)n1	3	-0.3	4	13	15	-1.3	3	5	8
CC1CCN(c2cc(=O)n(C3CCCCC3)c(=O)[nH]2)CC1	-6	4.8	10	-25	4	3.1	-7	-2	15
Cc1ccc(/C=N/NC(=O)c2cc(C)oc2C)o1	1	-0.2	11	1	11	-3.9	-46	-3	12
Cc1cccn2c(=O)c(C=NCCO)c(Nc3ccc(Cl)cc3)nc12	0	-1.6	4	29	3	-9.7	-25	-2	-15
COc1ccc(OC)c(-c2csc(N(Cc3ccco3)C(=O)c3ccco3)n2)c1	11	-1.5	6&8	-2	16	0.5	3	-1	14
CCOc1ccc(NC(=O)CSc2nnc(Cn3c(=O)sc4ccccc43)n2C)cc1	-3	2.0	8	7	6	1.5	-1	-3	22
COc1ccccc1NS(=O)(=O)c1ccc(NC(=O)c2nc3ncccn3n2)cc1	-1	-0.2	9	26	9	-0.5	4	-1	40
NC(=O)COC(=O)CNC(=O)c1ccc(Cl)cc1	3	-0.7	9	20	2	-0.3	2	0	11
Cc1cc(C)c(NC(=O)COC(=O)C2CCC(=O)N2)c(C)c1 (stereo not given)	31	0.5	5	-15	40	-0.8	11	-1	0
Cc1cc(NC(=O)c2nn(C)c(C)c2[N+](=O)[O-])no1	1	0.5	5	-23	13	-1.7	3	3	6
COc1ccc(C2SCCN2S(=O)(=O)c2ccccc2)cc1 (stereo not given)	-2	1.7	6	4	2	1.0	3	0	12
COc1ccc(OC)c(C2NC(=S)NC(C)=C2C(=O)Nc2ccccn2)c1 (stereo not given)	8	-0.8	3	-7	11	0.6	-2	-2	19
COc1ccc(C(=O)Nc2c(C)csc2C(=O)O)cc1	-2	0.1	2	9	8	-0.4	3	1	19
COC(=O)Cn1c(O)c(N=NC(=O)OC)c2ccccc21	0	0.4	10	9	10	1.4	-32	-1	7
CCOc1ccc(C(C)=O)cc1Cc1c(O)nc(N)[nH]c1=O	-5	0.5	7	-2	8	1.5	-8	2	-11

In the list so far, these contain a COOH group:
SMILES	FXIa inh	L929 necroptosis	EP2 antag	CHOP inhibitor	FXIIa inh 1536	TNF death inh	Tb hexokinase	Wee1 degr inh	PPC-1+TRAIL kill
Cc1cc(C)c2nc3c(c(C(=O)O)c2c1)CCC3	-7	3.1	9	6	2	1.8	3	-3	20
Cc1cc(=O)c(C(=O)O)cn1Nc1ccc(Cl)cc1	-3	0.0	13	6	6	1.7	-6	-1	8
COc1ccc(C(=O)Nc2c(C)csc2C(=O)O)cc1	-2	0.1	2	9	8	-0.4	3	1	19

(more compounds)
SMILES	FXIa inh	L929 necroptosis	EP2 antag	CHOP inhibitor	FXIIa inh 1536	TNF death inh	Tb hexokinase	Wee1 degr inh	PPC-1+TRAIL kill
O=C(CN1CCOCC1)NN=C(c1ccccc1)c1ccccc1	1	0.2	4	15	9	0.9	0	-2	0
CCCOc1cc(C)c(S(=O)(=O)n2nnc3ccccc32)cc1C	-12	-0.3	7	-26	9	0.0	2	-1	14
CCNC(=S)N1C2CCC1CC(NC(=O)NC1CCCCC1)C2 (stereo not given)	-8	0.7	7&5	-6	-7	-1.4	3	0	-16
Cc1cccc(NC(=O)Cn2c(O)c(N=NC(=O)c3ccccc3O)c3ccccc32)c1	-1	-0.1	4	83*	10	-1.3	6	0	50
O=C(CN(C(=O)C1COc2ccccc2O1)c1ccccc1)NCC1CCCO1 (stereo not given)	-7	0.6	5	26	-17	-1.6	2	-2	5
COc1ccc(OC)c(NC(=O)CSc2nnc(-c3ccco3)n2-c2ccccc2)c1	0	0.5	10	-4	8	1.7	-3	-3	17
CCN(c1ccc(NC(=O)CN2C(=O)NC3(CCOc4ccccc43)C2=O)cc1)C(C)C (stereo not given)	6	-0.1	1	35	18	2.9	-4	0	0
CCn1c(=O)c(C(=O)Nc2ccsc2C(=O)OC)c(O)c2ccccc21	1	3.6	18	43	12	0.8	-32	1	17
Cc1nc(N)nc(N/N=C/c2ccccc2)n1	10	1.7	11	7	4	4.6	-3	2	8
COc1ccc(N(C(=O)c2cnccn2)C(C(=O)NC2CCCCC2)c2ccc(Cl)cc2)cc1 (stereo not given)	.	2.2	15	.	.	-0.2	2	7	.
Cc1cc(C)nc(NC(N)=NCCc2c[nH]c3ccccc23)n1	6	3.4	6	6	11	-1.6	-7	-4	30
CCOC(=O)C(NC(=O)CC)(Nc1sc(C)c(CC)c1C#N)C(F)(F)F (stereo not given)	16	0.0	8	-6	16	1.2	1	-2	0
CN1CCN(CC#CC2(O)CCCCC2)CC1	-1	0.0	5	55	1	-0.3	-2	0	14
O=S(=O)(Nc1ncccn1)c1ccc(NS(=O)(=O)c2cc(Cl)ccc2Cl)cc1	-2	1.0	4	-5	4	1.0	0	-3	5
CCn1nc(C(=O)OC2CCOC2=O)c2ccccc2c1=O (stereo not given)	20	-0.1	10	2	15	-0.6	2	-2	4
O=C1C(Cl)=C(N2CCC(C(=O)O)CC2)C(=O)c2ccccc21	3	1.3	15	18	12	-11	-1	-2	12
CC1CCN(C(=O)CSc2nnc(-c3cc4ccccc4cc3O)n2Cc2ccco2)CC1	-3	-0.1	10	43	6	-5.0	4	2	9
Cc1nn(-c2ccccc2)c(Cl)c1C(=O)N1CCN(c2ncnc3c2cnn3-c2ccccc2)CC1	1	5.3	40*	92*	8	-1.2	-6	0	32
COc1ccc(NC(=S)Nc2cccc3cnccc23)cc1	0	0.9	1	1	4	1.4	-8	1	57*
COc1ccc(Cl)cc1C(=O)Nc1ccc(CN2CCCCC2)cc1	-2	3.7	0	10	5	8.1	4	7	9
O=C(NC1(C(F)(F)F)NC(=O)N(CC2CCCCC2)C1=O)c1ccco1 (stereo not given)	4	0.9	14	29	32	-1.3	3	-4	-7
Cc1ccc(N(CC(=O)NCC2CCCO2)C(=O)CCC(=O)Nc2ccccn2)cc1 (stereo not given)	-1	0.7	15	-11	8	0.2	0	-2	8
COc1ccc(C(CC(=O)N2CCCCC2)c2c(O)cc(OC)cc2OC)cc1 (stereo not given)	-4	0.5	13	-19	0	0.7	-12	.	2
O=C1C(=O)N(CC2CCCO2)C(c2ccccc2[N+](=O)[O-])/C1=C(/O)c1ccccc1 (stereo not given)	0	2.7	5	-12	10	1.0	-18	-1	6
O=C(Nc1ccccc1-c1nnn(CC(=O)N2CCOCC2)n1)c1ccc(F)cc1	-3	11	6	5	3	-0.1	2	-3	21
O=c1c(C(c2ccc(Cl)cc2)c2c(O)nc3n(c2=O)CCS3)c(O)nc2n1CCS2	0	1.8	7	5	6	-0.5	1	6	24
CN(CCc1ccccn1)C(=O)CCNC(=O)Cn1cnc2ccccc2c1=O	2	-0.1	12	8	12	-1.4	2	0	13
Cn1c(NC(=O)C[n+]2cc(-c3ccc(F)cc3)n3c2CCC3)cc(=O)n(C)c1=O	3	0.5	8	33	6	0.7	8	0	29
O=C1OCCC1Sc1nnc(-c2cccc(Br)c2)o1 (stereo not given)	6	0.9	11	24	15	0.6	-10	-2	6
CCCCCc1cc(=O)[nH]c(=S)[nH]1	3	-0.8	0	8	10	0.3	6	-4	23
CC1CCCC(C)N1S(=O)(=O)c1ccc(NC(=O)c2ccccc2C(=O)N2CCOCC2)cc1 (stereo not given)	-1	0.7	2	46	13	0.8	-1	-2	9
O=C(OC(C(=O)NCc1ccc2c(c1)OCO2)c1ccncc1)c1ccc(Cl)nc1 (stereo not given)	4	1.3	2	-8	6	1.6	7	1	6

Some of the compounds tested (hit frequency here may not be typical).
